IP6K1 inh = IP6K1 kinase inhibition; AID 1645851; activity change, % (series mostly up to about 58 µM); 140,000 compounds, 0.81% hits; Q92551; IP6K1 kinase, ADP-Glo luminescence, 2 h; stronger effect = lower value; in the data active = activity change below about -25%
Target sequence (Q92551 whole entry, looked up): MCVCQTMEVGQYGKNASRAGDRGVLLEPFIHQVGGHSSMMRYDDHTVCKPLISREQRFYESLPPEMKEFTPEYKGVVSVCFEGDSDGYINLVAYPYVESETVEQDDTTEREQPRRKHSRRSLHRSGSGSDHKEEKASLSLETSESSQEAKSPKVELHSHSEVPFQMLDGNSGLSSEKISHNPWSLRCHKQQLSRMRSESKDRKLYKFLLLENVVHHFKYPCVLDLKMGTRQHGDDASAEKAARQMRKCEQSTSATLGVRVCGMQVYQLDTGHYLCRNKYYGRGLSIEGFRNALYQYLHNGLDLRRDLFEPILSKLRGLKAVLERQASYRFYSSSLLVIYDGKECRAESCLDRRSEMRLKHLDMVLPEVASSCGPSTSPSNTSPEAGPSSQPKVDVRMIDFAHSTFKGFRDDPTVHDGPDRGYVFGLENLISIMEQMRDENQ
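ADP-Glo luminescence measures ADP made by human IP6K1 during a 2 h RT reaction with ATP/IP6 (mix at 1.3 mM/130 uM); top library doses 57.5 and 19.1 uM final.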
Luciferase inh = inhibitors of firefly (Photinus pyralis) luciferase; AID 1347043; Potency, µM (doses to about 115 µM), without a hit: top-dose activity change, negative = inhibition, most hits filed as inhibitors; P08659; 76,000 compounds, 2.5% hits; purified P. pyralis luciferase, luminescence, biochemical; also: potency is read from the fitted curve at half-maximal effect; nearly all actives have a fitted effect of over 65% in size
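Biochemical qHTS: compound (6-point titration) added to 10uM D-luciferin plus 10uM ATP in Tris acetate pH 7.5 buffer with Mg, Tween-20 and BSA, then purified enzyme at 10nM; light output imaged.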
SNCA expr inhib = inhibitors of alpha-synuclein (SNCA) gene expression. 140,000 compounds, 0.17% hits. AID 1671194. HEK-293 SNCA-luciferase knock-in, luminescence, 24 h. Potency, µM (top dose mostly 57.2 µM), for the others: at the top dose activity change, negative = inhibition, usual class: inhibitors;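 also: potency is read from the fitted curve at half-maximal effect; plate controls were DMSO cells for no effect and cell-free wells for full effect; nearly all actives have a fitted effect of over 45% in size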
HEK293 tox = cytotoxic compounds in HEK 293 cells. HEK 293 viability, ATP luminescence (CellTiter-Glo), 48-72 h. Potency, µM (titrated, usually from 115 µM), for the others: at the highest dose activity change, negative = cytotoxicity, most hits filed as inhibitors. 94,000 compounds, 6.6% hits; also: potency is read from the fitted curve at half-maximal effect; nearly all actives have a fitted effect of over 60% in size
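Pintool-delivered compounds were incubated with HEK 293 cells (250 cells/well) at 37 degree Celsius for 48 or 72 hr. ATP-dependent luminescence (CellTiter-Glo) then reported remaining viable cells.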
HEK293 viab = counter-screen for SNCA expression inhibitors: cell viability | Potency, µM (highest dose often 57.1 µM), for the others: top-dose activity change, negative = cytotoxicity, hits mostly cytotoxic | 150,000 compounds, 0.12% hits | HEK-293-SNCA-luc viability, GF-AFC fluorescence, 24 h;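 also: potency is read from the fitted curve at half-maximal effect; 0% = DMSO-treated cells and -100% = medium-only wells without cells; nearly all actives have a fitted effect of over 30% in size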
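HEK-293-SNCA-luc cells (1500/well) plated 24 h, then exposed 24 h to a dilution series; GF-AFC added 30 min at 37C, fluorescence 405/540 nm; normalised to medium-only and DMSO wells, Hill fit.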
GPT2 inhibitor = GPT2 alanine aminotransferase inhibition | Q8TD30 | Recombinant GPT2, coupled pyruvate oxidase/HRP Amplex Red fluorescence | Potency, µM (top dose mostly 57.7 µM), for the others: top-dose activity change, negative = inhibition, most hits filed as inhibitors | 100,000 compounds, 0.25% hits; also: potency is read from the fitted curve at half-maximal effect; nearly all actives have a fitted effect of over 60% in size; many of its hits are not listed in these tables
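Inhibition is scored from Amplex Red fluorescence generated when pyruvate oxidase and HRP act on pyruvate released by GPT2. Reactions contain 10ng/uL enzyme, 250uM a-KG and 2mM L-alanine and run 30 min at room temperature.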
3T3 cytotox = cytotoxic compounds in NIH 3T3 cells; NIH 3T3 viability, CellTiter-Glo ATP luminescence, 48-72 h; Potency, µM (highest dose often 96.7 µM), for the others: top-dose activity change, negative = cytotoxicity, actives largely listed as inhibitors; 94,000 compounds, 4.3% hits; AID 1345082; also: potency is read from the fitted curve at half-maximal effect; nearly all actives have a fitted effect of over 55% in size
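Mouse fibroblast NIH 3T3 cells, 400 per well, received compound via pintool and were incubated for 48 or 72 hr prior to CellTiter-Glo ATP luminescence measurement.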
* marks the source's active call; other numbers are inactive results; i = inactive; u = inconclusive; x = not tested or not shown; [ ] = another dose, or the depositor's remark. Unless noted, calls follow the shape of the dose curve; as a rule, active = well fitted curve in the direction sought with a large enough effect; inconclusive = small, poorly fitted or top-dose-only effect, or another doubt; inactive = no such curve, though single readings can be large; an effect the other way counts as inactive or inconclusive. Unless noted, % is scaled to controls: 0 for no effect and ±100 for the full control effect.

SMILES | IP6K1 inh | Luciferase inh | SNCA expr inhib | HEK293 tox | HEK293 viab | GPT2 inhibitor | 3T3 cytotox
C#CCOc1ccc(C(=O)N[C@@H]2CN(Cc3cccc(OC)c3)CCC[C@H]2O)cc1 | -3 | -9%[172 µM] | 3%[87.6 µM] | u | -23%[87.6 µM] | u | u
N#Cc1ccc(C(=O)N2CC(F)(F)C[C@H]2c2nc(C3CC3)no2)cc1 | 22 | 5% | 38% | 0% | -2% | i | -12%
COc1ccc(C(=O)Nc2cc(-c3ccccn3)nn2-c2ccccc2)cc1 | 4 | x | 43%[activator] | -28% | -16% | -3% | u
Cc1ccc(NC(=O)C2CCN(c3nc(-c4ccc(C(C)C)cc4)no3)CC2)c(Cl)c1 | 4 | x | u | x | -5% | x | x
N[C@H](C(=O)O)[C@H](Cc1ccccc1)C(=O)O | x | x | 14% | x | 5% | 1% | x
CCCCC(C)(C)[C@H](O)C=C[C@H]1[C@H](O)CC(=O)[C@H]1CC=CCCCC(=O)O | x | x | 41%[activator] | x | -3% | 0% | x
O=C(NCCc1ccc(Cl)cc1)c1ccc2c(c1)N(Cc1c(F)cccc1Cl)C(=O)CS2 | -7 | x | 1% | x | -12% | x | x
Cc1cccc(C)c1Nc1nc2ccccc2nc1NS(=O)(=O)c1ccccc1 | 4 | x | -16% | x | 3% | x | x
O=S(=O)(c1ccccc1)N1CCC(F)(c2nc(Cc3ccccc3)no2)CC1 | 11 | x | -21% | 45µM* | -1% | i | u
CCCOc1cccc(C(=O)Nc2ccc(-c3nc4ccccc4o3)cc2)c1 | 5 | x | 40% | x | -4% | x | x
CC(C)c1ccc(NC(=O)c2cc3c(=O)[nH]c4ccccc4c3n2C)cc1 | 0 | x | u | x | -10% | x | x
CCCC(=O)n1nc(-c2cccnc2)nc1NCc1ccccc1 | 6 | x | -1% | x | 1% | x | x
CC1CCN(S(=O)(=O)c2ccc3c(ccn3CCC(=O)NCc3ccccc3F)c2)CC1 | -2 | x | 20% | x | 2% | x | x
COc1ccc(OCC(=O)Nc2ccc3c(c2)N(C)C(=O)c2ccccc2S3)cc1 | 14 | x | -14% | x | -2% | x | x
COc1ccccc1N1CCN(CCCNC(=O)c2cnn(-c3ccccc3Cl)c2C2CCN(C(=O)OC(C)(C)C)CC2)CC1 | 10 | x | u | x | u | x | x
COc1ccc(Cn2c(C3CCN(C(=O)c4ccc(F)c(Cl)c4)CC3)n[nH]c2=O)cc1 | -3 | 14% | u | 0% | -14% | i | 1%
Cc1oc(C(O)c2ccccc2F)nc1C(=O)Nc1ccccc1C(N)=O (centres undefined) | 14 | -6%[172 µM] | 6%[87.6 µM] | u | -16%[87.6 µM] | -8%[88.5 µM] | u
Cc1ccc2nc(CN3CCN(C(=O)Nc4ccc(F)cc4)CC3)oc2c1 | 1 | x | -26% | x | 0% | x | x
COC(=O)c1scc(-c2ccc(C)cc2)c1S(=O)(=O)N1CCN(c2ccc(C)cc2C)CC1 | 2 | x | -3% | x | 16% | x | x
Cc1ccc(N2CCN(C(=O)C3CCC(CNS(=O)(=O)c4ccc(Br)s4)CC3)CC2C)cc1 (centres undefined) | 13 | x | -2% | x | 0% | x | x
O=C(C1CCCN([S+](=O)([O-])c2cccc(C(F)(F)F)c2)C1)N1CCC(c2nc3ncccc3[nH]2)C1 (centres undefined) | 7 | x | 1% | u | -5% | -14% | -27%
CCOc1ccc(Oc2nc(NC)nc(N3CCOCC3)n2)nn1 | -23 | x | 28% | x | -3% | x | x
Cc1ccc(S(=O)(=O)N2CCCc3cc(NS(=O)(=O)c4ccc(F)cc4)ccc32)cc1 | 26 | x | u | x | -20% | x | x
COc1ccc(-c2oc3ncn4nc(-c5ccccc5O)nc4c3c2-c2ccc(OC)cc2)cc1 | 19 | x | u | x | -12% | x | x
Cc1cc(C)c(CNC(=O)c2nc(-c3cncnc3)cc3c2ccn3C(C)C)c(=O)[nH]1 | -1 | 3%[172 µM] | -7%[87.6 µM] | u | 1%[87.6 µM] | i | u
COc1ccc(Cl)cc1-c1ccc2c(c1)C(=O)N1CC[C@H](NC(=O)C3CCCC3)C[C@H]1C(=O)N2 | -9 | -4% | 24% | u | 1% | 1% | u
O=C(c1ccccn1)N1CCC2(CC1)NC(=O)N(Cc1ccc(F)cc1)C2=O | 15 | 9% | 6% | 9% | u | i | i
NC(=O)c1ccc(CC2CCN(C(=O)C3CCOCC3)CC2)cc1 | 2 | 5% | u | i | 6% | 4% | -3%
Cc1c(Cl)cccc1NS(=O)(=O)c1ccc(-c2cnc(C3CC3)o2)cc1 | 18 | x | -22% | x | -8% | x | x
CCOc1ccc2c(n1)CCN(C(=O)COc1ccccc1)C2 | 6 | -14% | 3% | 8% | -2%[12.5 µM] | i | -15%
CNC(=O)[C@H]1C[C@H](Oc2cccnc2)CN1C(=O)NCc1ccc(F)cc1 | 19 | -5% | 1% | -10% | 13% | 2% | -15%
COc1cc(NC(=O)N2CC(c3noc(-c4ccccc4)n3)C2)cc(OC)c1OC | 24 | -2% | -26% | u | -18% | -27% | u
O=C(Cn1ccn2nc(-c3ccccc3)c(CO)c2c1=O)Nc1ccc(Cl)cc1F | -2 | 9% | 26% | -15% | 11% | i | -2%
COc1cccc(NC(=O)Cn2c(=O)n(-c3ccccc3)c(=O)c3c4c(sc32)CCCC4)c1 | -22 | x | 22% | x | -2% | x | x
O=C(c1cncc(Br)c1)N1CCCC(CN2CCOCC2)CC1 (centres undefined) | -9 | -4% | -15% | i | 5% | -9% | 0%
O=C(c1ccccc1)N1CC2(CCCCN2CC2CC2)Cc2ccccc21 (centres undefined) | 3 | x | -22%[87.6 µM] | u | -10%[87.6 µM] | 3%[88.5 µM] | -12%[138 µM]
CCN1C(=O)C2(CCN(S(=O)(=O)c3ccc(C)c(C)c3)CC2)c2ccccc21 | 6 | -1% | -11% | 15% | 6% | -5% | i
Cc1ccccc1Nc1c(-c2cccc(O)c2)nc2ccc(Br)cn12 | 5 | x | u | x | -29% | x | x
Cc1ccncc1C(=O)N1CCCN(Cc2ccncc2)C(c2ccccc2)CC(=O)NCC1 (centres undefined) | 0 | 1% | 18% | -5% | -6% | i | -10%
CC(=O)N1Cc2ccccc2NC(=O)C12CCNC2 (centres undefined) | -12 | x | 18%[87.6 µM] | i | -2%[87.6 µM] | 5%[88.5 µM] | i
COc1ccccc1NC(=O)c1c(NCc2sccc2C)sc2c1CCCCC2 | -9 | x | 0% | x | -19% | x | x
COc1ccccc1CNC(=O)Cn1c(-c2cccs2)cc2cc(F)ccc21 | 14 | x | u | x | 18% | x | x
Cc1c2cnn(-c3ccccc3)c(=O)c2c(C)n1CC(=O)NCc1ccccc1Br | 3 | x | u | x | 5% | x | x
O=C(CN1C(=O)COc2ccc(C(=O)COc3ccc(F)cc3)cc21)Nc1ccccc1 | 19 | -5% | -22% | u | -8% | i | -10%
Cc1ccncc1-c1c(C)nn2c1N(Cc1cccc(OC(F)(F)F)c1)CCC2 | 23 | -9%[172 µM] | u | 32µM* | u | -11%[88.5 µM] | u
CO[C@H]1C(=O)N(C(C)C)[C@H]1C1CCN(C(=O)c2cnn(C)c2)CC1 | 9 | -12% | -12% | -25% | 3% | -4% | 0%
O=C(CN1CC2CC(C1)[C@H]1CCCC(=O)N1C2)Nc1ccc(N2CCOCC2)cc1 (some centres undefined) | 35 | 6% | 8% | -1% | 2% | i | i
CSCc1ccc(C(=O)N2CCCC(O)(CN3CCCC3)C2)o1 (centres undefined) | -4 | -6% | 20% | u | -11% | i | -4%
Cc1oc2c(c1C(=O)N1CCCC1)CN(Cc1ccc(F)cc1)CC2 | -1 | 1% | 39% | -10% | 5% | 4% | -18%
O=C(NCC1CCN(Cc2ccccc2Cl)CC1)c1cc2ccc3cccnc3c2[nH]1 | 2 | x | 40%[activator] | x | -1% | x | x
COCc1cc(=O)n(CC(=O)Nc2cccc(C)c2)c(N2CCOCC2)n1 | 12 | 1% | -10% | -17% | -8% | -13% | -19%

Assay outcomes: PubChem BioAssay, National Center for Advancing Translational Sciences (NCATS)
